M5 PAM = human M5 muscarinic receptor positive allosteric modulators, primary screen, CHO-K1 cells, Fluo-8 calcium fluorescence; Muscarinic acetylcholine receptor M5 (Homo sapiens), P08912; CHO-K1 hM5, ACh EC20 PAM; 0% = ACh EC20, 100% = ACh EC100; activation, % at 3 µM; 360,000 compounds, 0.3% hits; AID 624038, 2012;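 active = activation above the run cutoff, the mean activation of all test compounds plus 3 SD, cut at about 18% in these data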
Target sequence (P08912 whole entry, looked up): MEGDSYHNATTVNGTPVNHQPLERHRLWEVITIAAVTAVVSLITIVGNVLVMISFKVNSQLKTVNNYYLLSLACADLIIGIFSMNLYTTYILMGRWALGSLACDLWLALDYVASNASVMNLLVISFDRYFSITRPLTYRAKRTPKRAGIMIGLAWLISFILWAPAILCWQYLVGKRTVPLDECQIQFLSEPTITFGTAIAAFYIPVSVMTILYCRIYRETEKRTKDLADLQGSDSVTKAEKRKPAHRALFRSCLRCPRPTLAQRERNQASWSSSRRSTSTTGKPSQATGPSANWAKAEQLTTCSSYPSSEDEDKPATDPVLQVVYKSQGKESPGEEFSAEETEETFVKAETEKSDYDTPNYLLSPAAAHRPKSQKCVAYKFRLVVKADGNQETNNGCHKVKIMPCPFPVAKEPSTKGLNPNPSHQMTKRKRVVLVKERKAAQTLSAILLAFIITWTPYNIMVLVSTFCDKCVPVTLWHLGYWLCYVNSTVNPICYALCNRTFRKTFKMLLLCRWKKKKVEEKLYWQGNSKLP
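System: CHO-K1 hM5 cells. Reagent: acetylcholine, EC20 level. Compound dosing: single dose, 3 µM nominal final test concentration. Timing: Post-acetylcholine fluorescence recording 140 s. Detection: Fluo-8 calcium fluorescence. Read-out: % activation, ACh-normalized. Benchmarks: ACh EC20 and EC100 wells. Repeats: singlicate, one well per test compound.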
CHRM4 antagonist = human M4 muscarinic receptor antagonists, primary screen, CHO cells, Fluo-8 calcium fluorescence; Muscarinic acetylcholine receptor M4 (Homo sapiens), P08173; CHO-hM4 cells, ACh EC80; inhibition, % at 3 µM; 360,000 compounds, 0.73% hits;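 active = inhibition above its plate's cutoff, the mean inhibition of sample wells plus 3 SD, cut at about 27% in these data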;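 note: 0% = acetylcholine EC80 with DMSO and 100% = DMSO without agonist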
Target sequence (P08173 whole entry, looked up): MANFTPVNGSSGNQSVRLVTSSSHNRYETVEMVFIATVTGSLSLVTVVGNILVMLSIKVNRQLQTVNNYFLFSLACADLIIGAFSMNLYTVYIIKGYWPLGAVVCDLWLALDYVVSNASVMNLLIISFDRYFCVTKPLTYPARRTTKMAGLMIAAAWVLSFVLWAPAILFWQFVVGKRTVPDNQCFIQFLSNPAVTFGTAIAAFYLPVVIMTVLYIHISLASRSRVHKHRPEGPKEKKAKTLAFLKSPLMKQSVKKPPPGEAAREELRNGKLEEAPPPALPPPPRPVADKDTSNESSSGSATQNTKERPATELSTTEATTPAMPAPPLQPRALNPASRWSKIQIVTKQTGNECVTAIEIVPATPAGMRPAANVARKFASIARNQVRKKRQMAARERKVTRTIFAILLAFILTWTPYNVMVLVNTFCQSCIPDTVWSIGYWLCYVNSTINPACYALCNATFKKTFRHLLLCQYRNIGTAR
IDE cell inh = human IDE inhibitors in live cells, primary screen, fluorescence polarization, HEK cells, FAbetaB substrate; 320,000 compounds, 0.41% hits; FAbetaB cleavage; Insulin-degrading enzyme (Homo sapiens), P14735; inhibition, % at 5.59 µM;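 active = percent inhibition above the average of all tested compounds plus 3 SD, set per screening campaign, cut at about 16% in these data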;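 note: IDE supplied by intact live HEK cells; FP after avidin binding of uncleaved biotin substrate so inhibition keeps polarization high; 0% = DMSO wells and 100% = 60 µM reference IDE inhibitor Ii1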
CRFR2-BP antag = antagonists of CRF-BP/CRF-R2 complex, primary screen, cell-based, HEK293, calcium dye fluorescence, uHTS; CRF-induced calcium fluorescence; inhibition, % at 11.8 µM; 350,000 compounds, 0.59% hits;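 active = inhibition of the ligand-induced calcium signal above about 50% at the single tested concentration, limit read from the data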
M4 PAM = human M4 muscarinic receptor positive allosteric modulators, primary screen, CHO-K1 cells, Fluo-8 calcium fluorescence; Muscarinic acetylcholine receptor M4 (Homo sapiens), P08173; CHO-K1 hM4/Gqi5, ACh EC20; 0% = ACh EC20, 100% = maximal ACh; activation, % at 3 µM; 360,000 compounds, 0.4% hits; AID 624126, 2012;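 active = activation above its plate's cutoff, the mean activation of sample wells plus 3 SD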; note: some results filed as inactive read as strong as hits
M5 ag = human M5 muscarinic receptor agonists, primary screen, CHO-K1 cells, Fluo-8 calcium fluorescence. 360,000 compounds, 0.19% hits. activation, % at 3 µM. CHO-K1 hM5 cells; 0% DMSO wells, 100% maximal acetylcholine response. AID 624037, 2012. Muscarinic acetylcholine receptor M5 (Homo sapiens), P08912;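 active = activation above the run's mean over test compounds plus 3 SD, cut at about 23% in these data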;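 note: signal is peak over basal fluorescence ratio across the kinetic read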
CRFBP-R2 agonist = agonists of CRF-BP/CRF-R2 complex, primary screen, cell-based, HEK293, calcium dye fluorescence, uHTS. CRF-binding protein / CRF receptor 2 complex (human). calcium dye fluorescence (FLIPR); percent of saturating CRF peptide response. AID 588473, 2011. 350,000 compounds, 0.46% hits. activation, % at 13.2 µM;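 active = activation of at least 50%, plus an integration ratio under a set limit after plate pattern correction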;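 note: plate controls were neutral control wells without compound for no effect and CRF at EC100 for full effect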
CHRM5 antagonist = human M5 muscarinic receptor antagonists, primary screen, CHO cells, Fluo-8 calcium fluorescence; CHO-hM5 cells, ACh EC80; inhibition, % at 3 µM; 360,000 compounds, 0.59% hits; AID 624040, 2012;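 active = inhibition above a per-plate cutoff, the mean of that plate's test compounds plus 3 SD, cut at about 27% in these data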;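 note: 0% = acetylcholine EC80 with DMSO and 100% = DMSO without agonist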
CHRM4 agonist = human M4 muscarinic receptor agonists, primary screen, CHO-K1 cells, Fluo-8 calcium fluorescence; AID 624127, 2012; Muscarinic acetylcholine receptor M4 (Homo sapiens), P08173; activation, % at 3 µM; 360,000 compounds, 0.14% hits; CHO-K1 hM4/Gqi5; vehicle 0%, full acetylcholine response 100%;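 active = activation above the run mean over all test wells plus 3 SD, cut at about 32% in these data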;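 note: peak over basal fluorescence ratio per well then scaled between controls; 0% = DMSO wells and 100% = acetylcholine at EC100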
* hit, by the source's call; x = not tested or not shown.

Every second line gives: M5 PAM	CHRM4 antagonist	IDE cell inh	CRFR2-BP antag	M4 PAM	M5 ag	CRFBP-R2 agonist	CHRM5 antagonist	CHRM4 agonist
- CCOC(=O)c1[nH]c(C)c(/C(O)=C2\C(=O)C(=O)N(CCCN(C)C)C2c2cccnc2)c1C (stereo unspecified)
 : -2	-3	2	11	-1	1	-0.2	0	1
- CCOc1ccccc1OCCC(=O)OCC(=O)Nc1c(C)nn(-c2ccccc2)c1C
 : -8	-3	-1	9	-6	4	-2.8	11	9
- CC(C)OCCCNc1ncc2c(n1)CC(c1ccc(N(C)C)cc1)CC2=O (stereo unspecified)
 : -5	3	-6	13	3	0	-3.4	-2	0
- O=C1NC[C@H](CCCCN2CCN(Cc3ccccc3)C(=O)C2=O)N(Cc2ccccc2)C1=O
 : -2	-4	x	x	15	-4	x	3	1
- CCN1CCSc2ccc(C(=O)NCc3ccc(OC(C)C)cc3)cc21
 : -3	-7	4	12	1	-2	-3.5	1	11
- O=[N+]([O-])c1ccc(Cl)c(NC2=NCCCCC2)c1
 : 2	-3	0	15	2	-4	-1.2	-3	2
- CCN(CC)C(=O)CSc1nnc(-c2c[nH]c3ccccc23)o1
 : -7	1	4	-1	-6	4	-0.2	0	2
- CC1(C(=O)NS(=O)(=O)c2ccc(Cl)s2)CCN1C(=O)Cc1ccccc1Cl (stereo unspecified)
 : -2	-11	x	x	2	0	x	4	1
- O=C(NC1CCCC1)c1ccc(CS(=O)(=O)Cc2ccccc2Cl)o1
 : -1	4	-3	-9	-4	3	-1.0	6	5
- O=C(C(=O)N1CCN(c2ccc(F)cc2)CC1)c1cn(CC(=O)N2CCOCC2)c2ccccc12
 : 0	-11	-2	9	6	-2	-0.5	1	1
- NS(=O)(=O)c1ccc(N/N=C/c2cn(-c3ccccc3)nc2-c2ccccc2)c([N+](=O)[O-])c1
 : -2	10	-2	11	-10	-1	-0.7	8	2
- O=C(NCc1cccc(C(F)(F)F)c1)c1csc(COCCO)n1
 : -1	-11	x	x	8	7	x	-5	1
- COc1ccc(NC(=O)NC2CCCCC2C)cc1 (stereo unspecified)
 : 0	-1	0	4	-1	-2	-0.1	-5	0
- CCn1c(SCc2ccc(Cl)c(Cl)c2)nnc1C(C)NC(=O)c1ccc(OC)cc1 (stereo unspecified)
 : 1	3	2	-2	1	0	-1.3	-2	0
- NC(c1csc(Nc2cc(NCc3ccco3)ncn2)n1)c1ccccc1Cl (stereo unspecified)
 : 4	-3	x	x	-3	7	x	-4	10
- CCCC[C@H]1COCCS(=O)(=O)N1Cc1cccc(Cl)c1
 : 7	-6	8	1	-1	-1	-1.1	-1	-2
- Cc1ccc2[nH]c(C(=O)N/N=C/c3ccccc3C(=O)O)c(-c3ccccc3)c2c1
 : 0	-3	-2	6	5	0	72*	5	0
- COc1ccc2occ(C(=O)c3ccc(N=C(C)N(C)C)cc3)c2c1
 : -1	9	4	6	1	-2	-0.8	-1	5
- CCOc1ccccc1N1CCN(Cc2c(C)n(C)n(-c3ccccc3)c2=O)CC1
 : -6	8	6	-1	-17	3	1.4	7	20
- Cc1noc(/C=C/c2ccco2)c1S(=O)(=O)N1CCC(C(=O)N2CCc3ccccc32)CC1
 : -9	-10	4	24	-3	0	3.2	3	3
- CCOC(=O)c1sc(NC(=O)c2sc(C)nc2C)nc1C
 : -3	-2	1	6	-4	-2	-0.4	18	0
- Cc1ccsc1CNCC(O)c1ccccc1 (stereo unspecified)
 : 4	-4	-2	2	-1	-2	1.8	7	2
- CCc1c(C(=O)Nc2ccccc2)c(C)[nH]c(=S)c1C#N
 : -2	8	10	6	-11	2	-0.3	7	1
- CCOc1ccc(NC(=O)C2CCCN(c3cnccn3)C2)cc1 (stereo unspecified)
 : 10	-1	6	-6	0	3	0.7	-11	1
- CCC(OC(=O)C1=Cc2ccccc2OC1)C(=O)NC1CCCC1 (stereo unspecified)
 : -3	0	-3	6	5	-1	-1.0	-4	0
- COc1ccccc1-n1c(SCC(=O)N2CCOCC2)nc(O)c(Cc2ccccc2)c1=O
 : -9	2	2	-12	0	5	0.5	6	1
- CC1=C(C(=O)N(C)C)CC(CC(=O)NCCCN(C)C)C(=O)N1Cc1ccccc1 (stereo unspecified)
 : 5	1	x	12	4	0	2.3	0	1
- Cn1c(N)c(C(=O)COC(=O)Cc2ccsc2)c(=O)n(C)c1=O
 : 7	3	2	5	22*	0	-0.7	-4	3
- Cc1cc(NCCCn2ccnc2)n2nc(-c3ccc(Cl)cc3)cc2n1
 : 2	8	4	-4	-4	-5	-0.7	-4	0
- COc1cccc(NC(=O)CN2CCN(c3ccccc3F)CC2)c1
 : -1	5	7	17	14	-2	-4.0	5	1
- Cc1ccc(C(=O)Cn2c(=N)n(N)c3ccccc32)cc1
 : 9	14	4	-13	-7	-12	-0.4	-10	0
- COC(=O)C1CCN(C(=O)COc2cc3sc(C)nc3c3sccc23)CC1
 : -18	6	2	14	-2	-6	-1.7	0	3
- COc1ccc(OCC(=O)NCCC2=CCCCC2)c([N+](=O)[O-])c1
 : -4	-2	3	-17	3	-4	-0.8	-2	4
- COc1ccc(CN2CCC(=O)N([C@H](CO)CC(C)C)CC2)cc1
 : 5	2	1	-2	5	0	-1.4	3	2
- CC(C)CCOc1ccc(/C=N/N2C(=O)CSC2=S)cc1
 : 0	0	-3	-10	-3	-1	-1.6	10	0
- Fc1ccc(NC(=S)NC2CC3CCCC(C2)N3Cc2cccs2)cc1 (stereo unspecified)
 : -14	8	0	-5	-6	-6	-0.8	32*	3
- O=C(COc1ccc(Cl)cc1)NCc1nnc(SCC(=O)NCc2ccc3c(c2)OCO3)o1
 : 5	-9	3	13	2	-2	-1.0	-10	4
- CSc1ccc(C(=O)C2CCCN(C(=O)c3cccc(N4CCOCC4)c3)C2)cc1 (stereo unspecified)
 : -11	-5	6	-4	-12	2	-0.7	10	13
- Cc1ccc(C(=O)Nc2nc(C(N)C(C)C)cs2)cc1 (stereo unspecified)
 : 0	-11	x	x	0	0	x	-2	1
- Cc1cc(C)nc(SSc2nc(C)cc(C)n2)n1
 : -4	2	6	1	-1	12	-1.4	1	9
- O=C(COc1coc(CN2CCN(c3ccccc3F)CC2)cc1=O)NC1CCCCC1
 : 4	1	4	4	-1	0	0.3	-1	1
- COc1ccccc1CN1CCNC(=O)C1CC(=O)NCCCN1CCOCC1 (stereo unspecified)
 : -4	-7	x	7	5	0	-2.2	3	1
- Cc1c(C(=O)OCC(=O)Nc2ccccc2OC(F)F)cccc1[N+](=O)[O-]
 : -7	-5	-3	1	-4	-4	-1.6	-1	4
- O=Cc1ccc(-c2ccccc2C(=O)O)o1
 : -5	2	4	9	1	0	-2.1	11	1
- Cn1c(CSc2ccccc2)c(C#N)c2ccccc21
 : -13	7	0	12	-1	-8	-0.8	-5	-2
- Clc1nc(NCc2cccnc2)nc(N2CCOCC2)n1
 : 6	-2	3	-6	-2	-7	-1.3	-1	0
- COc1ccc(CNC(=O)C2CCC(=O)N(C3CCCCCC3)C2)c(OC)c1 (stereo unspecified)
 : -1	-6	x	5	2	0	0.4	0	1
- Clc1ccc(Nc2c3c(nc4ncnn24)CCC3)cc1
 : -6	1	1	-13	-9	-1	-6.5	-1	3
- Brc1nc(-c2ccccc2)nc(-c2ccccc2)c1Br
 : 1	21	-3	10	-2	-2	1.7	2	0
- Cn1c(=O)n(C)c2cc(CNc3ccc(N4CCOCC4)c(C(=O)O)c3)ccc21
 : -3	8	x	6	-8	1	12	3	0
- C=CCN1C(=O)S/C(=C\c2ccc3c(c2)n(C)c(=O)n3C)C1=O
 : -3	8	6	-2	-12	2	-1.3	3	7
- COc1ccc(OCC(=O)Nc2ccc3c(c2)OCO3)cc1
 : 1	0	-5	20	-3	-4	-2.9	6	-1
- CCN(CC)S(=O)(=O)c1ccc(N2CCc3ccccc3C2)nc1
 : -3	14	-1	1	-14	-3	0.0	1	7
- CCOC(=O)N1CCN(S(=O)(=O)c2ccc(C(=O)Nc3nnc(C)o3)cc2)CC1
 : 1	4	2	8	8	-2	-0.1	-3	0
- COc1ccc(C(=O)NC2CCN(S(=O)(=O)c3ccccc3F)CC2)cc1
 : -5	2	2	41	-3	-3	-3.6	14	2
- O=C(O)CC(NC(=O)C(c1ccccc1)c1ccccc1)c1ccc(F)cc1 (stereo unspecified)
 : 4	-7	3	-11	4	-6	0.5	-1	0
- CCCn1c(=S)[nH]c2cc(C(=O)N3CCc4ccccc43)ccc2c1=O
 : -4	6	1	-24	1	3	-1.4	6	0
- COc1ccc(S(=O)(=O)CC(=O)c2cc(C)c(O)c(C)c2)cc1
 : 0	-4	-3	-1	2	2	-1.1	-4	3
- CC1=C(C(=O)Nc2ccccc2)C(c2ccc3c(c2)OCO3)C2=C(CCCC2=O)N1 (stereo unspecified)
 : 6	6	1	-15	-5	-2	-1.6	1	1
- Cc1cccc(C(=O)Nc2ccc(C(=O)c3ccncc3)cc2)c1
 : -4	-9	x	15	-7	3	-0.2	2	17

(list continues)
Every second line gives: M5 PAM	CHRM4 antagonist	IDE cell inh	CRFR2-BP antag	M4 PAM	M5 ag	CRFBP-R2 agonist	CHRM5 antagonist	CHRM4 agonist
- CCCCOc1ccc(-c2n[nH]c(=S)n2Cc2ccccc2)cc1
 : 0	2	1	-25	0	-3	-2.2	0	0
- COc1cccc(C2C(C#N)=C(N)Oc3cc(C)[nH]c(=O)c32)c1OC (stereo unspecified)
 : 1	-6	3	-1	6	-1	1.9	4	0
- COc1ccccc1C(=O)N1CCN(C(=O)COc2cccc(C)c2)CC1
 : -2	-4	0	-6	-2	0	-1.1	-1	2
- COc1ccccc1OCCn1cc(C(=O)C(C)C)c2ccccc21
 : -9	-3	2	-5	-6	-1	-2.2	8	6
- CC(C)C(C)(C#N)NC(=O)CSc1ncnc2sc(-c3ccccc3)cc12 (stereo unspecified)
 : -2	0	0	-7	2	2	0.1	6	4
- COc1ccc(C(=O)N(c2ccc(C)cc2)C2C=CS(=O)(=O)C2)cc1OC (stereo unspecified)
 : 5	-3	-2	18	3	1	-0.4	8	2
- CCC(=O)NC(c1cc(Cl)c2cccnc2c1O)C(C)C (stereo unspecified)
 : -6	4	-5	12	3	2	-0.6	14	2
- C/C(Cn1nnc2ccccc21)=N\NC(=O)c1ccc(Br)cc1
 : 3	12	4	-23	1	-2	-0.8	-8	1
- COc1ccc([C@H]2CC(=O)C=C(c3cccc(C(F)(F)F)c3)C2)cc1
 : 4	2	0	-1	6	1	-0.3	6	-1
- O=C(CS(=O)(=O)Cc1ccccc1)N1CCN(Cc2ccc3c(c2)OCO3)CC1
 : 1	3	2	5	6	-7	-2.5	-1	1
